Screening data (PubChem BioAssay)
AmpC detergent = inhibitors of E. coli AmpC beta-lactamase with detergent. P00811. AmpC hydrolysis of nitrocefin, absorbance 480 nm, 0.01% Triton. Potency, µM (highest dose often 114 µM), for the others: at the top dose activity change, negative = inhibition, usual class: inhibitors. actives 0.041% (n = 370,000);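 also: potency is read from the fitted curve at half-maximal effect; 0% = no-compound wells and -100% = no-enzyme wells; nearly all actives have a fitted effect of over 25% in size; some results filed as inactive show a strong effect at the top dose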
Target sequence (P00811 whole entry, looked up): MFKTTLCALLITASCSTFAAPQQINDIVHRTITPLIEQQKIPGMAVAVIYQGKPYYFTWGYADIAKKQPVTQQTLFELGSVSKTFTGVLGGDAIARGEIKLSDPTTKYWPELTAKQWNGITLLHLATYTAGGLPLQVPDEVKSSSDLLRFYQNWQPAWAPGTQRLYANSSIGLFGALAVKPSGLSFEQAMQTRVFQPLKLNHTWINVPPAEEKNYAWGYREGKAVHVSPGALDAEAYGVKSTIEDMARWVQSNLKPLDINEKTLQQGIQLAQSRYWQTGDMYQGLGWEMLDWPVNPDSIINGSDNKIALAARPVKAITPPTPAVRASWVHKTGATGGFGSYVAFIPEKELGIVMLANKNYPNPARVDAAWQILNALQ
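20 mM phosphate pH 7.0 + 0.01% (detergent screen) or 0.0001% Triton X-100; 5.3 nM AmpC reagent; cpd preinc 15 min RT; nitrocefin (800 uM stock) to start; A480 q20 s × 4 min; Activity was normalised to no-enzyme and no-compound control wells.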
Shiga inhibitor = Shiga toxin inhibition; Vero cells, Shiga toxin protein synthesis inhibition reporter; inhibition, % at 38.7 µM; actives 9.2% (n = 290,000); AID 2315; in the data active = inhibition mostly above about 28%, no sharp cut-off; inactive = mostly below about 43%; also: 0% is about no effect
HCMV inh = inhibitors of human cytomegalovirus; actives 4.5% (n = 410,000); activity change, negative = inhibition, % at 57.5 µM; HFF cells, HCMV-luciferase reporter, 72 h; hits give low values; AID 1259415; in the data active = activity change below about -60%; inconclusive = no clear call, values can overlap the other calls; inactive = above about -39%; also: % is scaled to controls: 0 for no effect and ±100 for the full control effect
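Human foreskin fibroblasts infected with luciferase-reporter HCMV at MOI 1 PFU/cell, compounds at two doses. Luciferase measured 72 h post infection; normalized to buffer-only basal and Salinomycin (10uM) controls.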
AmpC inh no detg = inhibitors of E. coli AmpC beta-lactamase without detergent; P00811; AmpC nitrocefin hydrolysis, absorbance 480 nm, 0.0001% Triton; Potency, µM (titrated, usually from 57.1 µM), for inactives: at the top dose activity change, negative = inhibition, most hits filed as inhibitors; actives 0.52% (n = 330,000); AID 485341;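 also: potency is read from the fitted curve at half-maximal effect; plate controls were no compound for no effect and no enzyme for full effect; nearly all actives have a fitted effect of over 20% in size; some results filed as inactive show a strong effect at the top dose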
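AmpC (5.3 nM in the dispensed reagent) in 20 mM phosphate pH 7.0 with 0.01% (detergent screen) or 0.0001% Triton X-100 was preincubated with compounds for 15 min at room temperature. Nitrocefin was then added from an 800 uM solution, and hydrolysis was followed at 480 nm.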
CHX counter = counter-screen hit for Shiga toxin inhibitors, cycloheximide; actives 12% (n = 300,000); max response, %; AID 2314; cell reporter, cycloheximide protein synthesis inhibition counterscreen; in the data active = max response mostly above about 13%, no sharp cut-off; inactive = mostly below about 14%; also: read at 38.3 µM for the half of the compounds with a filed dose; 0% is about no effect
AMA1-RON2 inh = disrupts binding of P. falciparum AMA1 to RON2. AlphaScreen AMA1-biotinylated RON2 peptide binding. Potency, µM (series often up to 58.2 µM), inactives show top-dose activity change, negative = inhibition, most hits filed as inhibitors. actives 0.2% (n = 360,000). AID 720542;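 also: potency is read from the fitted curve at half-maximal effect; 0% = vehicle wells and -100% = peptide control; nearly all actives have a fitted effect of over 45% in size; some results filed as inactive show a strong effect at the top dose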
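AMA1 (3D7) with his tag at 25 nM final met compounds first, then biotinylated RON2 peptide at 25 nM; detection used donor plus acceptor beads, 10 µg/mL apiece, read by AlphaScreen after 30 min at room temperature.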
FBPA Giardia inh = Giardia lamblia aldolase inhibition; Potency, µM (doses to about 59.6 µM), without a hit: top-dose activity, negative = inhibition, hits mostly inhibitors; actives 0.71% (n = 290,000); purified Giardia FBPA; A8B2U2; also: potency is read from the fitted curve at half-maximal effect; % is scaled to controls: 0 for no effect and ±100 for the full control effect; nearly all actives have a fitted effect of over 55% in size
Target sequence (A8B2U2 whole entry, looked up): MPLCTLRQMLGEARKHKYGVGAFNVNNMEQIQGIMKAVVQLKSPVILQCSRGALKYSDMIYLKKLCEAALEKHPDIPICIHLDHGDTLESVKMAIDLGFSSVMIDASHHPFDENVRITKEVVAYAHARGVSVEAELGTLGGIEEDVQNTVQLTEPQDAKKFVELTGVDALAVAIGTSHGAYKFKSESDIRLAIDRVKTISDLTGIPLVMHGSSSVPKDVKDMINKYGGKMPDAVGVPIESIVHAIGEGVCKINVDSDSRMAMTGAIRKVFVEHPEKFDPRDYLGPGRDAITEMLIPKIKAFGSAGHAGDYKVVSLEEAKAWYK
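40 nM FBPA preincubated 10 min at RT with compound (up to 57.5 uM final), then substrate plus GAPDH/TPI/NAD/arsenate coupling and diaphorase/resazurin added. Fluorescence read after 20 min at RT, 525/598 nm.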
Numbers without * were called inactive; ? = inconclusive; . = not tested or not shown; [ ] = dose if it differs, or a comment. Unless noted, calls follow the shape of the dose curve; as a rule, active = well fitted curve in the direction sought with a large enough effect; inconclusive = small, poorly fitted or top-dose-only effect, or another doubt; inactive = no such curve, though single readings can be large; an effect the other way counts as inactive or inconclusive.

Sequence of screens – AmpC inh no detg, AmpC detergent, CHX counter, HCMV inh, Shiga inhibitor, FBPA Giardia inh, AMA1-RON2 inh
> CCC(C(=O)NC1CCCC1)N(C(=O)Cn1nnc(-c2ccc(C)o2)n1)c1ccccc1OC (stereo not given)
 : 84%[activator], -6%, -5, -19, -2, 1%, 5%
> Brc1ccc2[nH]cc(/C=N/N3CCCCC3)c2c1
 : -29%, -1%, 1, -84*, 2, 1%, -26%
> Cc1nc(-c2cc(C#N)c(Sc3cccc(C(F)(F)F)c3)nc2C)cs1
 : -3%, -4%, 7, -4, -5, 3%, 27%
> O=C(CNCCc1ccc(Cl)cc1)Nc1ccc(C(=O)N2CCCCC2)cc1
 : 139%[activator], 4%, -4, ?, -13, ?, 12%
> O=[N+]([O-])c1cccc(-c2nnc3ccccn23)c1
 : -10%, 1%, -2, ., 9, -7%, -14%
> O=C(CC(=O)Nc1nc(C23CC4CC(CC(C4)C2)C3)cs1)NCCO
 : 89%[activator], 2%, 1, -22, 13, -10%, -10%
> CC(C(=O)Nc1ccc(S(=O)(=O)N2CCCC2)cc1)N1CCN(C(=O)c2ccco2)CC1 (stereo not given)
 : 11%, -6%, -7, -4, -7, 1%, -1%
> CCOc1ccccc1C1N(c2ccc(OC)cc2)C(=O)C2CCCN21 (stereo not given)
 : 7%, ?, -2, 9, -7, 0%, -3%
> COc1ccc(C=O)cc1CN1CCCN(Cc2ccccc2F)S1(=O)=O
 : -14%, -1%, 0, -28, 6, 2%, -2%
> Cn1c(C(=O)NCCN2CCOCC2)cc2c(=O)n3ccccc3nc21
 : -8%, -2%, 5, -26, 7, ., 22%
> Cc1ccc(-c2nc(CS(=O)(=O)CC(=O)N3CCN(C)CC3)c(C)o2)cc1
 : 29%, 0%, 9, ?, -6, ., -10%
> O=C(OCc1c(-c2ccccc2)ncc2ccccc12)c1ccc(C(F)(F)F)cc1
 : -13%, ., ., 17, ., ., 3%
> CN(C)/C(=N\S(=O)(=O)c1ccc(F)cc1)c1ccccc1
 : -6%, -3%, -1, 24, -3, 5%, -9%
> CCOc1cc(/C=N/NC(=O)c2cccs2)cc([N+](=O)[O-])c1O
 : -21%, 0%, 45*, 30, 49*, -10%, -16%
> COc1cc(OC)c(OC)cc1CN1CCCC(C(=O)c2ccccc2SC)C1 (stereo not given)
 : 33%, -5%, -2, -11, 27, -1%, -19%
> Cc1ccc2nc(NC(=O)COC(=O)CSc3nc(C)cc(C)n3)sc2c1
 : 10%, -1%, 41*, 207, 78*, 1%, -4%
> CC(=O)c1cccc(NC(=O)C2CCCCC2)c1
 : -10%, -7%, 1, 1, -17, 0%, 1%
> Cc1occc1C(=O)N1CCCC(Nc2ccc(C(C)C)cc2)C1 (stereo not given)
 : 85%[activator], 0%, -4, -65*, -3, -4%, -3%
> O=C(CSc1nc2ccccc2c(=O)n1-c1ccccc1F)N1CCOCC1
 : 1%, ., ., -18, ., ., 0%
> CC(C)(C)c1ccc(NC(=O)Nc2ccc(F)cc2)cc1
 : -38%, -4%, 42*, 52, 68*, -7%, -15%
> OCC1(Cc2ccccc2)CCN(Cc2ccc(-c3ccco3)cc2)CC1
 : 93%[activator], 5%, 8, -32, 3, 0%, 0%
> CC(C)(C)C(=O)OCCn1c(=O)c2cc3c(=O)n(CCOC(=O)C(C)(C)C)c(=O)c3cc2c1=O
 : -8%, -2%, -4, 47, -23, -2%, 28%
> CC(c1ccco1)N(C(=O)c1ccccc1NS(=O)(=O)c1cc([N+](=O)[O-])ccc1Cl)c1ccccn1 (stereo not given)
 : -9%, 0%, 5, -12, 11, -16%, 5%
> CCCCc1nn2c(N)c(/C=C3\C=Nc4ccccc43)c(=O)nc2s1
 : 5%, -9%, 14, -24, -2, 11%, 3%
> O=C(NC(=S)N1CCN(c2ccc([N+](=O)[O-])cc2)CC1)c1ccccc1F
 : -31%, 1%, -3, ?, 1, 13%, 28%
> COc1cc(OC)c(NC(=S)NCc2ccc(F)cc2)cc1Cl
 : -6%[2.29 µM], -8%, 1, -15, -3, -4%, 8%
> CCCCCCN1CC(O)=C(c2nc3ccccc3[nH]2)C1=N
 : -30%, -12%, -2, 29, 12, 22%, 42%[activator]
> CC(C)OCCCn1c(NN)nc2ccccc2c1=O
 : -8%, 2%, 1, -37, -2, -28%, 8%
> O=C(C1CC1)N1CCc2cc(Br)cc(S(=O)(=O)NCc3ccc4c(c3)OCO4)c21
 : -47%, -10%, -1, -20, 11, -7%, 7%
> Cc1ccnc(NS(=O)(=O)c2ccc(NC(=O)Cc3ccc(F)cc3)cc2)n1
 : -16%, 5%, -1, 42, -5, -6%, -2%

Of the compounds above, two contain a CF3 group.
Sequence of screens – AmpC inh no detg, AmpC detergent, CHX counter, HCMV inh, Shiga inhibitor, FBPA Giardia inh, AMA1-RON2 inh
> Cc1nc(-c2cc(C#N)c(Sc3cccc(C(F)(F)F)c3)nc2C)cs1
 : -3%, -4%, 7, -4, -5, 3%, 27%
> O=C(OCc1c(-c2ccccc2)ncc2ccccc12)c1ccc(C(F)(F)F)cc1
 : -13%, ., ., 17, ., ., 3%

Next part:
Sequence of screens – AmpC inh no detg, AmpC detergent, CHX counter, HCMV inh, Shiga inhibitor, FBPA Giardia inh, AMA1-RON2 inh
> Cc1cc(C)c2nc(Cl)c(C3NC(=O)c4ccccc4N3)cc2c1 (stereo not given)
 : -29%[11.4 µM], ?, 1, 0, -11, -3%, 16%
> Cc1csc(NC(=O)CSCc2c(C)noc2C)n1
 : ?, -8%, ., -27, ., ., 1%
> Cc1ccc2[nH]c(=O)c(CN(Cc3ccco3)C(=O)c3ccncc3)cc2c1
 : -13%, 1%, 1, -33, 4, -1%, 0%
> Cc1ccc(C(=O)NS(=O)(=O)c2ccccc2)cc1
 : -14%, 0%, 1, -8, -15, 11%, -10%
> C=CCN(CC=C)C(=O)c1c(OC)cccc1OC
 : -2%, ?, -3, -6, -15, 4%, -19%
> O=[N+]([O-])c1cnn(-c2nc(-c3ccccc3)cc(C(F)(F)F)n2)c1
 : -9%, 5%, 2, -76*, 10, 2%, 3%
> O=S1(=O)N=C(N(CCO)/N=C/c2ccncc2)c2ccccc21
 : -43%, 3%, 6, -11, -5, -20%, -9%
> Cc1nnc(SCC(=O)N2CCc3ccccc3C2)n1-c1ccccc1
 : 8%, ?, -1, -17, -5, 6%, 0%
> COc1ccccc1CNC(=O)COC(=O)c1ccc([N+](=O)[O-])o1
 : -15%, 0%, ., -29, ., ., 0%
> CC1CCCN(C(=O)C2CCCN(S(=O)(=O)c3cccc4nsnc34)C2)C1 (stereo not given)
 : -5%, -2%, -2, -11, -13, 4%, 3%

Reformatted with each value named: part of the list above
SMILES: O=S1(=O)N=C(N(CCO)/N=C/c2ccncc2)c2ccccc21
- AmpC inh no detg: -43%
- AmpC detergent: 3%
- CHX counter: 6
- HCMV inh: -11
- Shiga inhibitor: -5
- FBPA Giardia inh: -20%
- AMA1-RON2 inh: -9%
SMILES: O=[N+]([O-])c1cnn(-c2nc(-c3ccccc3)cc(C(F)(F)F)n2)c1
- AmpC inh no detg: -9%
- AmpC detergent: 5%
- CHX counter: 2
- HCMV inh: -76*
- Shiga inhibitor: 10
- FBPA Giardia inh: 2%
- AMA1-RON2 inh: 3%

Further entries:
Sequence of screens – AmpC inh no detg, AmpC detergent, CHX counter, HCMV inh, Shiga inhibitor, FBPA Giardia inh, AMA1-RON2 inh
> CN(CCc1ccccc1)Cc1nc(-c2cnccn2)no1
 : 0%, 5%, 2, -25, -7, 6%, -11%
> O=C(Nc1ccc(Cl)cc1)c1ccsn1
 : -10%, 3%, 50*, 12, 72*, 4%, -1%
> COc1ccc(-n2nc3c(N4CCC(C(=O)NCC(C)c5ccccc5)CC4)nnc(C)c3c2C)cc1 (stereo not given)
 : 187%[activator], 0%, -7, ?, -10, -1%, -6%
> Cn1c(=O)n(Cc2ccccc2)c(=O)c2c1nc1n2CCCN1Cc1ccccc1
 : -19%, -1%, -2, -27, -1, -1%, 2%
> CCCCN(C(=O)Oc1ccccc1)C1CCS(=O)(=O)C1 (stereo not given)
 : 5%, -2%, -2, -36, -24, 1%, -2%
> O=C(CCN1CCN(c2ccccc2)CC1)N/N=C/c1ccc([N+](=O)[O-])o1
 : -59%, -7%, 2, -18, -2, -18%, 0%
> Cc1ccsc1/C=C(\C#N)C(=O)NCc1ccco1
 : -4%, -3%, 9, -26, -7, 2%, -2%
> O=C(CCNS(=O)(=O)c1ccccc1C(F)(F)F)NCC(c1ccco1)N1CCCCC1 (stereo not given)
 : 14%, -2%, ., -28, ., ., 4%
> O=C(CNC(=S)N(Cc1ccccc1)Cc1cccnc1)NC1CCCC1
 : 5%, ?, 4, -35, -16, 8%, -26%
> O=C(CSc1nnc(NC(=O)C2CCCCC2)s1)NCc1ccco1
 : -31%, -6%, 13, -10, 20, 0%, -2%
> Cn1c(-c2ccc(F)cc2)cnc1SCC(=O)NCc1ccco1
 : 3%, 8%, 19, -21, 2, -13%, -5%
> Cc1cccc(Sc2nc(-c3ccccc3)ncc2C(=O)O)c1
 : -22%, 8%, -8, -24, -8, ?, 25%
> CC(C)C(=O)NC(=S)Nc1ccc(CN2CCOCC2)cc1
 : -7%, -1%, 1, -9, 25, 1%, 0%
> COc1ccc(C(=O)N/N=C/C2CC=CCC2)cc1OC (stereo not given)
 : -32%, 8%, 13, 12, 11, -4%, 72%[activator]
> COC(=O)c1ccc(C(=O)OC)c(NC(=O)COc2ccccc2OC)c1
 : -25%, -10%, 0, 3, -10, 2%, 6%
> OCCn1c(-c2ccc(F)cc2)csc1=Nc1ccccc1
 : -20%, -16%, 22*, -32, 71*, 9%, -18%
> CCc1cccc(C)c1NC(=S)NCc1ccccc1
 : -11%, ?, 5, -1, 5, 0%, -4%
> CCn1c(NCCc2ccc(OC)c(OC)c2)nc2c1c(=O)n(C)c(=O)n2C
 : -20%, 1%, -6, -71*, -23, 4%, -3%
> CCC/C(O)=C1\C(=O)CC(C)(C)CC1=NCCO
 : -4%, -14%, -2, 56, 8, 15%, 7%
> Oc1ccc(N=Nc2ccc(Br)cc2)c(O)c1
 : -43%, -9%, 48*, 13, 84*, 8%, -8%
> O=C(CSc1nnc(Cc2ccccc2)o1)Nc1cccc(F)c1
 : -25%, 3%, -2, 47, -4, ., -3%
> O=c1c2sc3nc(N4CCOCC4)c4c(c3c2ncn1CCc1ccccc1)CCCC4
 : -14%, 1%, 15, -33, 8, -1%, 18%

In the list so far, 3 have a thiophene ring, fused or not.
Sequence of screens – AmpC inh no detg, AmpC detergent, CHX counter, HCMV inh, Shiga inhibitor, FBPA Giardia inh, AMA1-RON2 inh
> CCOc1cc(/C=N/NC(=O)c2cccs2)cc([N+](=O)[O-])c1O
 : -21%, 0%, 45*, 30, 49*, -10%, -16%
> Cc1ccsc1/C=C(\C#N)C(=O)NCc1ccco1
 : -4%, -3%, 9, -26, -7, 2%, -2%
> O=c1c2sc3nc(N4CCOCC4)c4c(c3c2ncn1CCc1ccccc1)CCCC4
 : -14%, 1%, 15, -33, 8, -1%, 18%
